MPTP block = permeability transition pore inhibition | inhibition, % at 10 µM | isolated mouse mitochondria, Ca2+ swelling absorbance, 30 min | 360,000 tested, 1.4% active;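 active means inhibition of 50% or more, scaled per plate between neutral and stimulator controls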;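 further: 0% = DMSO wells given calcium and 100% = 1 mM EGTA wells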
mIAP block = blocks mouse intestinal alkaline phosphatase. purified mouse IAP, CDP-Star luminescence, 30 min. inhibition, % at 10 µM. 330,000 tested, 0.2% active;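 active means inhibition of at least 40% at 10 µM in the primary screen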;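 further: plate controls were DMSO with enzyme for no effect and no enzyme wells for full effect; values of inactives mirror those of a sister screen read the other way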
mIAP activ = increases mouse intestinal alkaline phosphatase activity | muIAP, CDP-Star luminescence, 30 min; active compounds read high; 1 = vehicle-only enzyme signal, 0 = enzyme-free wells | activation factor at 10 µM | 330,000 tested, 0.24% active;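 active means activation factor of at least 2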; further: the source names both 10 and 20 µM as test concentration; values of inactives mirror those of a sister screen read the other way
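Assay system: mouse IAP enzyme / Compound: DMSO-dissolved test compounds / Timing: 30 min, room temperature / Measured by: luminescence from enzymatic CDP-Star hydrolysis / Control set: DMSO-only wells, enzyme-free buffer wells as negative control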
APOBEC3A inh = blocks human APOBEC3A ssDNA deamination | inhibition, % at 20 µM | recombinant A3A, FAM/TAMRA ssDNA deamination fluorescence | AID 493011 | 330,000 tested, 0.41% active | P31941;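 active means at least 40% inhibition at 20 µM here, with at most 30% in a related deaminase screen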;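 further: plate controls were A3A with DMSO for no effect and wells lacking A3A enzyme for full effect; some results filed as inactive read as strong as hits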
Target sequence (P31941 whole entry, looked up): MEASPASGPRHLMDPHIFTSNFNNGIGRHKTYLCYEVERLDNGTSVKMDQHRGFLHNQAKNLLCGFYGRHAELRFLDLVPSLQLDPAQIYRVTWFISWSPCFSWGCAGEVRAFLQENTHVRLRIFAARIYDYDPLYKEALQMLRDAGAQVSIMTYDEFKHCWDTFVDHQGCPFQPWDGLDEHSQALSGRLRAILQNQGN
GRIN3A LBD mod = modulators (binders) of human NR3A ligand-binding domain | NR3A LBD differential scanning fluorimetry, Tm shift; 0% = protein alone, 100% = glycine-bound protein | Tm shift relative to glycine control, % at 25 µM | 340,000 tested, 2.5% active | AID 1259313;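 active means melting temperature shift of at least 10% of the positive control shift, at one fixed dose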
hIAP inh = blocks human intestinal alkaline phosphatase; P09923; purified IAP, CDP-Star luminescence, 30 min; inhibition, % at 10 µM; 330,000 tested, 0.12% active; AID 2544;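 active means inhibition reaching a set limit with compound at 10 µM in the primary screen, cut at about 35% in these data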;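 further: plate controls were DMSO wells with enzyme for no effect and no-enzyme buffer wells for full effect; values of inactives mirror those of a sister screen read the other way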
Target sequence (P09923 whole entry, looked up): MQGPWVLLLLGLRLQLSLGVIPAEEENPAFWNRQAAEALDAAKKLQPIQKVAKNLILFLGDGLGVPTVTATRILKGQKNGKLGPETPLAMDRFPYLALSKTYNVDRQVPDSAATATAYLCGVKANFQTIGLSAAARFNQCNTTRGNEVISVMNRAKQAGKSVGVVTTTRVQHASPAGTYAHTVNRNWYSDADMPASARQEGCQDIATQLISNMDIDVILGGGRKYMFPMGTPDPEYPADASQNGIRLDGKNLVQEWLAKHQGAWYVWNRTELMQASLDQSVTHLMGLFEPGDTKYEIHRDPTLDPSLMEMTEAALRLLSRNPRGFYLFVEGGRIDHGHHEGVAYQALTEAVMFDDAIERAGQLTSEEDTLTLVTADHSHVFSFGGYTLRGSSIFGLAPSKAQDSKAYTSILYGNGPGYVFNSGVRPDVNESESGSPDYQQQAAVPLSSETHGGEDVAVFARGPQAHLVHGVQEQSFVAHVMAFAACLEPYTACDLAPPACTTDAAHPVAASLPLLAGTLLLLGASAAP
MIN6 prolif = induces beta-cell replication in MIN6 cells. 330,000 tested, 0.29% active. proliferation, % at 10 µM. AID 2380. MIN6 cells proliferation, ATPlite luminescence, 48 h; cells starved in 0.2% serum; 100% = growth in 10% serum;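 active means compounds whose signal lies at least 3.5 SD above the mean of all wells on their plate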;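 further: 0% = DMSO-treated cells in low-serum medium and 100% = 10% serum control; some compounds called inactive have numbers as strong as hits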
hIAP act = increases human intestinal alkaline phosphatase activity; purified human IAP, CDP-Star luminescence, 30 min; active compounds read high; 1 = vehicle-only enzyme, 0 = enzyme-free background; AID 2524; P09923; activation factor at 10 µM; 330,000 tested, 0.16% active;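 active means activation factor of the enzyme at least 2-fold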; further: the source names both 10 and 20 µM as test concentration; values of inactives mirror those of a sister screen read the other way
A3G deaminase = blocks human APOBEC3G single-stranded DNA deamination; recombinant A3G, ssDNA deamination FAM/TAMRA fluorescence; AID 493012; Q9HC16; 330,000 tested, 0.28% active; inhibition, % at 20 µM;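 active means inhibition of at least 40% at 20 µM, with no more than 30% in the related APOBEC3A deaminase screen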;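 further: plate controls were DMSO wells with A3G for no effect and wells lacking A3G enzyme for full effect; some compounds called inactive have numbers as strong as hits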
Target sequence (Q9HC16 whole entry, looked up): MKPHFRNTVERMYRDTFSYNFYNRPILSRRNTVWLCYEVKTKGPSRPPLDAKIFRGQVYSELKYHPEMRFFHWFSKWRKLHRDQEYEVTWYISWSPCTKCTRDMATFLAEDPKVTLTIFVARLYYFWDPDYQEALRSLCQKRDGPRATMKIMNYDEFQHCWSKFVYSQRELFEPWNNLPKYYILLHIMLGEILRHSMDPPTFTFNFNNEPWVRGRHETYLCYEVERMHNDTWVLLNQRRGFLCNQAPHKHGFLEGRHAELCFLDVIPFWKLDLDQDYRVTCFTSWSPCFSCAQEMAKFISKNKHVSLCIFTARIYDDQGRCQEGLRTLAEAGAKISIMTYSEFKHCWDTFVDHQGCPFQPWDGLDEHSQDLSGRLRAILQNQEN
* marks the source's active call; other numbers are inactive results; . = not tested or not shown. Rows were taken by chance (roughly 5% active in at least one column).

SMILES	MPTP block	mIAP block	mIAP activ	APOBEC3A inh	GRIN3A LBD mod	hIAP inh	MIN6 prolif	hIAP act	A3G deaminase
COc1ccc(NC(=S)Nc2ccccn2)c(OC)c1	-1.2	-1	1	2	3	14	0	0.86	-3
C=CCOc1ccc(C2NC(=O)c3ccccc3O2)cc1 (stereo unspecified)	-0.2	6	0.94	-8	-5	22	-2	0.78	-10
Cc1cc(F)c(F)c(C(=O)N2CCN(C)CC2)c1Cl	-1.1	-1	1	-1	2	2	2	0.98	-3
Cc1ccc(OCCC(=O)OCC(=O)NC2CCS(=O)(=O)C2)cc1 (stereo unspecified)	0.0	5	0.95	0	-2	-7	-3	1.1	-8
CCCn1c(SCC(=O)Nc2sc(C)c(C)c2C#N)nnc1C(C)C	0.5	18	0.82	-1	0	-3	-2	1	0
NC1=NC2(CCCCC2)N(c2ccc(F)cc2)C(N)=N1	-1.4	4	0.96	-1	20*	12	-1	0.88	-3
CC(OC(=O)[C@@H](NC(=O)c1ccco1)C(C)C)C(=O)Nc1ncc(Cl)cc1Cl (stereo partly specified)	-1.6	-3	1	-1	-1	-8	1	1.1	-5
Cc1cccc(CCNC(=O)C2CCCN(S(=O)(=O)c3cnc[nH]3)C2)c1 (stereo unspecified)	-1.5	6	0.94	-1	-3	-4	1	1	-1
CCOC(=O)CNC(=O)Cn1cnc2c(oc3ccccc32)c1=O	-2.6	-7	1.1	-1	1	11	0	0.89	-3
COc1ccc(C(=O)C2CCCN(Cc3cn(C)nc3-c3ccccc3)C2)cc1F (stereo unspecified)	-1.4	10	0.9	0	-1	12	-1	0.88	2
Cc1ccc(/C=N/n2c(-c3ccncc3)n[nH]c2=S)o1	0.6	1	0.99	-4	-2	-8	-1	1.1	47*
C#CCOCCOCCOCCNc1nc(N2CCN(C(=O)Cn3cc(CCCN=C(N)N)nn3)CC2)nc(N2CCN(C(=O)[C@H](C)n3cc(CCCN=C(N)N)nn3)CC2)n1	-1.0	-1	1	4	1	-22	-5	1.2	-5
COc1ccc(-c2csc3ncnc(Nc4ccc(O)cc4)c23)cc1	1.8	7	0.93	4	-6	-11	2	1.1	6
CC(=O)C1=C(O)C(=O)N(c2ccc(S(=O)(=O)Nc3nccs3)cc2)C1c1ccc([N+](=O)[O-])cc1 (stereo unspecified)	-2.1	3	0.97	-4	-1	-23	0	1.2	-7
CCCCCCCCCCOC(=O)Cn1c(COc2ccc(C)cc2)[n+](C)c2ccccc21	11	8	0.92	6	-408	-11	-4	1.1	-6
COc1ccc(CNC(=O)C(C)N(C)Cc2cccc(F)c2)cc1 (stereo unspecified)	1.4	4	0.96	-2	0	16	-1	0.84	-6
CCOc1ccc(N=C/C=C/c2ccccc2)c(O)c1	0.7	0	1	2	-1	4	-5	0.96	0
Cc1ccc(C=C2C(Cl)=C(Cl)C(Cl)=C2Cl)cc1	.	30	0.7	90	-2	17	-6	0.83	52
COc1ccc(C2C(C(=O)NCCN(C)C)c3ccccc3C(=O)N2C)cc1OC (stereo unspecified)	-0.5	-14	1.1	0	2	6	-3	0.94	2
CC(C)CN(C(=O)CCC(=O)OCc1ccc(Cl)cc1Cl)c1c(N)n(CC(C)C)c(=O)[nH]c1=O	0.9	-6	1.1	17	-1	-3	-2	1	-4
CCOC(=O)[C@H]1O[C@@H]1C(=O)N[C@@H](CC(C)C)C(=O)NCCC(C)C	-0.2	7	0.93	-2	1	0	2	1	0
CN1CCN(C(=S)NCCc2ccccc2)CC1	0.0	8	0.92	-8	2	1	-2	0.99	-9
CCC1(c2ccc(F)cc2)NC(=O)N(CC(=O)NC2CCCC(C)C2C)C1=O (stereo unspecified)	0.5	1	0.99	-2	0	-15	-3	1.2	-3
CN(Cc1cnn(C)c1)C(=O)c1cc2ccccc2oc1=O	-0.9	12	0.88	-4	1	0	-4	1	-7
O=C(C1CCN(c2ncnc3c2sc2cccc(F)c23)CC1)N1CCCC1	.	-3	1	2	.	-3	-4	1	-3
Cc1ccn(CC(=O)N2CCCC(N3CCN(Cc4ccc5c(c4)OCO5)CC3)C2)n1 (stereo unspecified)	-1.7	6	0.94	-2	1	8	0	0.92	-6
O=C(CCCN1C(=O)/C(=C\c2ccco2)SC1=S)Nc1cccc2ccccc12	4.3	48*	0.52	19	1	17	-6	0.83	12
N#Cc1ccc(OC(=O)C2CCN(C3=NS(=O)(=O)c4ccccc43)CC2)cc1	-2.3	11	0.89	2	1	16	0	0.84	-2
O=C(Nc1cc(Cl)cc(Cl)c1)c1ccno1	0.5	12	0.88	-3	-2	20	-2	0.8	-8
COc1ccc(N2CC(C(=O)N3CCc4ccccc43)CC2=O)cc1 (stereo unspecified)	-0.6	2	0.98	-5	2	-32	1	1.3	-3
CCN=C1SC(CC(=O)Nc2sc(C)c(C)c2C(=O)OC)C(=O)N1CC (stereo unspecified)	-3.2	10	0.9	-1	-5	2	-3	0.98	-5
COc1ccc(-c2nn(-c3ccccc3)cc2C(=O)N2CCN(C(=O)c3ccco3)CC2)cc1	-0.1	-1	1	-1	0	4	2	0.96	-4
O=C(COC(=O)C1CCCCC1)Nc1ccccc1OC(F)F	-1.9	-2	1	-1	1	-6	-5	1.1	0
CCCCCC(=O)Nc1nc(C)c(-c2csc(Nc3cc(Cl)ccc3OC)n2)s1	0.1	24	0.76	1	2	-2	-3	1	-2
C[C@H](CO)N1C[C@H](C)[C@H](CN(C)Cc2ccccc2)Oc2ccc(NC(=O)Nc3ccc(F)cc3)cc2C1=O	1.7	-120	2.2*	-4	0	-4	-5	1	-4
COc1ccc(C(C(=O)NC2CCCC2)N(CCO)C(=O)Cn2nnc(-c3ccc(C)o3)n2)cc1OC (stereo unspecified)	0.7	-7	1.1	-1	1	-13	-1	1.1	-8
O=C(CNC(=S)N(Cc1ccccc1F)C1CCCCC1)NCC1CCCO1 (stereo unspecified)	0.7	0	1	3	-9	9	-6	0.91	-4
Cc1ccc(-n2c(-c3ccccc3)cc(/C=N/NC(=O)CC#N)c2-c2ccccc2)cc1	.	-2	1	2	.	-6	-7	1.1	-9
O=C(CCC(=O)N(CC(=O)NC1CCCCC1)c1ccccc1F)Nc1nccs1	-0.6	-2	1	0	0	4	-1	0.96	-7
COc1ccc(CCNc2oc(COc3ccccc3F)nc2C#N)cc1OC	0.3	-6	1.1	-2	1	-9	-1	1.1	-5

Another view of some results above.
SMILES,MPTP block,mIAP block,mIAP activ,APOBEC3A inh,GRIN3A LBD mod,hIAP inh,MIN6 prolif,hIAP act,A3G deaminase
COc1ccc(-c2nn(-c3ccccc3)cc2C(=O)N2CCN(C(=O)c3ccco3)CC2)cc1,-0.1,-1,1,-1,0,4,2,0.96,-4
O=C(COC(=O)C1CCCCC1)Nc1ccccc1OC(F)F,-1.9,-2,1,-1,1,-6,-5,1.1,0
CCCCCC(=O)Nc1nc(C)c(-c2csc(Nc3cc(Cl)ccc3OC)n2)s1,0.1,24,0.76,1,2,-2,-3,1,-2
C[C@H](CO)N1C[C@H](C)[C@H](CN(C)Cc2ccccc2)Oc2ccc(NC(=O)Nc3ccc(F)cc3)cc2C1=O,1.7,-120,2.2*,-4,0,-4,-5,1,-4
COc1ccc(C(C(=O)NC2CCCC2)N(CCO)C(=O)Cn2nnc(-c3ccc(C)o3)n2)cc1OC (stereo unspecified),0.7,-7,1.1,-1,1,-13,-1,1.1,-8

(cont.)
SMILES	MPTP block	mIAP block	mIAP activ	APOBEC3A inh	GRIN3A LBD mod	hIAP inh	MIN6 prolif	hIAP act	A3G deaminase
O=C(NNS(=O)(=O)c1ccccc1)C1CC(c2cccnc2)=NO1 (stereo unspecified)	-0.6	6	0.94	-4	0	7	-2	0.93	-4
CC(C)c1ccc(C(=O)NCCCN(C)C)cc1	-0.6	3	0.97	1	2	-10	0	1.1	-5
O=C(Nc1cc(SCCO)cc([N+](=O)[O-])c1)c1ccco1	-0.2	-7	1.1	-1	-1	10	-2	0.9	-9
Cc1ccc2nsnc2c1S(=O)(=O)NCc1cccnc1	1.8	10	0.9	6	0	-10	-2	1.1	-5
COc1ccccc1NC(=O)c1ccc(S(=O)(=O)NCc2ccco2)cc1	-0.3	-5	1	-3	-1	23	-1	0.77	-8
CCC(C(=O)O)N1C(=O)c2ccccc2C1=O (stereo unspecified)	-0.5	-9	1.1	-1	2	-11	-2	1.1	2
Cc1nc(-c2ccc(NC(=O)C3CCCCC3)cc2)cs1	-3.8	-14	1.1	2	.	-3	-3	1	-1
CCC(C)C(NC(=O)c1ccccc1NC(=O)c1ccco1)C(=O)NNC(=O)c1ccncc1 (stereo unspecified)	-0.8	10	0.9	0	0	-6	-1	1.1	-11
O=C(c1cccs1)N1CCN(S(=O)(=O)c2ccc(F)cc2)CC1	.	0	1	-5	0	-3	1	1	-8
CCOc1ccc(C(c2c(O)nc(SC)n(C)c2=O)c2c(O)nc(SC)n(C)c2=O)cc1	4.9	3	0.97	0	-3	12	-4	0.88	6
COc1ccc(CNC(=O)CCCn2nc(C)c([N+](=O)[O-])c2C)cc1	-7.2	4	0.96	-4	2	8	-1	0.92	-3
CCCc1cc(=O)[nH]c(SCc2nc3ccc([N+](=O)[O-])cc3[nH]2)n1	42	13	0.87	0	-6	-4	-5	1	-2
Cc1ccc(C(C(=O)Nc2ccc3c(c2)OCO3)N(C)C(=O)Cc2c[nH]c3ccccc23)cc1 (stereo unspecified)	0.3	-3	1	3	2	22	0	0.78	-8
CN1C(=O)NC(c2ccc([N+](=O)[O-])cc2)C2=C1CC(C)(C)CC2=O (stereo unspecified)	1.8	-6	1.1	5	1	-17	-4	1.2	-5
C=CCN(c1ccccc1)S(=O)(=O)c1cccc(C(=O)NNC(=O)c2ccncc2)c1	-1.3	4	0.96	2	-1	-16	0	1.2	-4
CCOC(=O)c1cnc(COc2ccc(OC)cc2)[nH]c1=O	-0.5	-8	1.1	-2	2	-6	-2	1.1	-8
COc1cccc(CNC(=O)Cn2nc([N+](=O)[O-])c(Br)c2C)c1	-0.3	7	0.93	1	-1	14	-3	0.85	-3
C=CCn1c(CNS(=O)(=O)c2ccc(Br)cc2)n[nH]c1=S	-1.1	9	0.91	-6	0	-1	1	1	19
CCNC(=O)Cn1cc(C(F)(F)F)cc(Cl)c1=O	1.6	-3	1	-3	0	-10	0	1.1	-5
CCOC(=O)C1CCN(C(=O)CN(c2ccc(OC)c(OC)c2)S(=O)(=O)c2ccccc2)CC1	4.0	-10	1.1	2	3	1	0	0.99	5
CCCOc1ccccc1/C=C1/C(=O)ON=C1C	-0.1	-2	1	0	7	-4	1	1	-4
CCOC(=O)C1CCN(S(=O)(=O)c2ccc(OC)c(C(=O)N3CCCCC3)c2)CC1	0.1	-4	1	-4	0	-19	0	1.2	-13
Cc1cc(S(=O)(=O)NCC2CCCO2)c(C)cc1Br (stereo unspecified)	1.7	-3	1	-5	1	2	-2	0.98	-5
O=C(CSc1nnnn1-c1ccccc1Cl)Nc1ccc2c(c1)OCCO2	-0.6	-6	1.1	2	1	10	-3	0.9	-2
CC(C)CNC(=S)NC1CC2CCCC(C1)N2Cc1ccco1 (stereo unspecified)	2.4	-26	1.3	-1	0	-16	-2	1.2	-8
O=C(COc1ccc(S(=O)(=O)NC2CCCCC2)cc1)N1CCN(c2cccc(Cl)c2)CC1	-2.7	-14	1.1	-2	-1	16	-5	0.84	-3
Cc1ccccc1/C=N/N=C1/NC(=O)CCS1	1.7	3	0.97	-3	1	-3	2	1	-2
CC(=O)Nc1ccc(C(=O)n2nc(C)cc2C)cc1	1.1	-1	1	-2	0	3	0	0.97	-4
CCOC(=O)C1CCN(C(=O)C(C)Sc2ccc(Cl)cc2)CC1 (stereo unspecified)	0.0	0	1	-1	-1	2	-1	0.97	-8

From PubChem
